Screens as filed in PubChem.
D2 potentiator: positive allosteric modulators of human D2 dopamine receptor | P14416 | HEK293 T-REx D2, calcium flux, EC20 dopamine potentiation | potentiation, % at 10 µM | actives 0.34% (n = 340,000) | AID 485347;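 active = potentiation over 3 SD above the plate norm, cut at about 30% in these data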; also: 0% is about no effect
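Using a no-wash calcium dye in inducible, force-coupled HEK293 Trex cells expressing D2, we tracked fluorescence each second for 180 s after compound, then for 180 s after EC20 dopamine to detect augmented signalling.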
TRHR ag: TRH receptor (human) agonism. TRHR cells, calcium flux fluo-8, FDSS agonist mode. activation, % at 2 µM. AID 493084. P34981. actives 0.18% (n = 360,000); also: 0% is about no effect
Target sequence (P34981 whole entry, looked up): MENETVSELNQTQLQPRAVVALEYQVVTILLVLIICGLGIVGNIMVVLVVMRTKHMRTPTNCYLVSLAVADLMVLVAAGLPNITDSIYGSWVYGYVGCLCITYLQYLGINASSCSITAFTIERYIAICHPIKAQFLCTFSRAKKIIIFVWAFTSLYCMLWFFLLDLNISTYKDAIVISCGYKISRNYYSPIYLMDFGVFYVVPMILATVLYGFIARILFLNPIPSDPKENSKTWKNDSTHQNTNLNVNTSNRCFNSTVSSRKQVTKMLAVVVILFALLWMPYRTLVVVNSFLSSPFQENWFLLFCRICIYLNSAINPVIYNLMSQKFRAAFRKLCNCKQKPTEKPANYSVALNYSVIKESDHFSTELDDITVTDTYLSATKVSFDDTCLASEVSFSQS
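Fluo-8-loaded TRHR cells; 10 s baseline, compound added, kinetic Ca2+ fluorescence read 1/s, agonist mode.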
D2 antagonist: antagonists of human D2 dopamine receptor; P14416; HEK293 TREx D2 cells, calcium flux, dopamine EC80; inhibition, % at 10 µM; actives 2% (n = 340,000); AID 485344; in the data active = inhibition above about 30%; also: 0% is about no effect
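Antagonism is scored as inhibition of an EC80 dopamine-evoked calcium signal in a force-coupled, tetracycline-inducible HEK293 T-REx D2 line, with compound present 180 s before agonist.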
D1 ag: agonists of human D1 dopamine receptor | P21728 | HEK293 T-REx D1 cells, calcium flux, agonist mode | activation, % at 2 µM | actives 1% (n = 360,000); also: 0% is about no effect
Target sequence (P21728 whole entry, looked up): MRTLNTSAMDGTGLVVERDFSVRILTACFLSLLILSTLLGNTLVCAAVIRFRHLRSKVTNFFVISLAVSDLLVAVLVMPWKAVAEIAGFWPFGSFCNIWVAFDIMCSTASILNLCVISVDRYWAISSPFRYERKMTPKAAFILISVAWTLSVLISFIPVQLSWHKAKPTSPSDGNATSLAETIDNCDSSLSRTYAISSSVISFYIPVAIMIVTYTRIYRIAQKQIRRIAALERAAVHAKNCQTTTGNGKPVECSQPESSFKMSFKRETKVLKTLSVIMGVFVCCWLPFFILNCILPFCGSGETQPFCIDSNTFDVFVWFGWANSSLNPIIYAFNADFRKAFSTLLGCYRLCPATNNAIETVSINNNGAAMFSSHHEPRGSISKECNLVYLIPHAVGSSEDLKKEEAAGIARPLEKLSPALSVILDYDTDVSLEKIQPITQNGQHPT
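Agonism was scored from calcium flux recorded over 180 s (1 read/s) after pintool compound addition, following a 10-cycle baseline. Cells were inducible force-coupled HEK293 TREx D1, plated overnight at 30 C and loaded with no-wash calcium dye.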
D2 ag: activates the human D2 dopamine receptor; AID 485358; actives 0.53% (n = 340,000); HEK293 T-REx D2 cells, calcium flux agonist mode; activation, % at 2 µM; P14416;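 active = activation over 3 SD above normal in the single-dose calcium agonist read, cut at about 30% in these data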; also: 0% is about no effect
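Tetracycline-induced HEK293 Trex cells with D2 receptor force-coupled to calcium signaling, plated overnight at 30 C and loaded with no-wash calcium dye. Calcium flux read kinetically for 180 s after compound addition; responses flag agonists.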
TRHR enhancer: TRH receptor (human) allosteric enhancement; enhancement, % at 2 µM; P34981; actives 0.66% (n = 360,000); TRHR cells, fluo-8 calcium fluorescence, EC20 TRH enhancement; in the data active = enhancement above about 30%; also: 0% is about no effect
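TRHR-expressing cells loaded with fluo-8 calcium dye were read kinetically (ex 480/em 530) during compound addition, then stimulated with an EC20 of TRH (10 nM final). Enhancement of the Gq-mediated intracellular calcium response was scored.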
D1 antag: human D1 dopamine receptor antagonism. P21728. HEK293 TREx D1 cells, calcium flux, dopamine EC80; stronger effect = lower value. activity change, negative = inhibition, % at 10 µM. actives 3.2% (n = 360,000). AID 504652; in the data active = activity change below about -30%; also: % is scaled to controls: 0 for no effect and ±100 for the full control effect
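Tetracycline-induced HEK293 T-REx cells with force-coupled D1 receptor were loaded with a no-wash calcium dye. Compound was added after a 10 s baseline and read kinetically for 180 s; EC80 dopamine was then added and calcium flux followed another 180 s.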
D1 potentiator: enhances dopamine response at the human D1 receptor; AID 504651; HEK293 TREx D1 cells, calcium flux, dopamine EC20 potentiation; actives 0.036% (n = 360,000); P21728; potentiation, % at 10 µM; in the data active = potentiation above about 30%; also: 0% is about no effect
RXFP1 antag: RXFP1 (human) relaxin receptor antagonism; Q9HBX9; HEK293-RXFP1, relaxin-stimulated cAMP HTRF, 30 min; stronger effect = lower value; activity change, negative = inhibition, % at 57.5 µM; actives 0.59% (n = 350,000);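 active = activity change of -60% or lower, but not beyond a set lower limit; inconclusive = change between -60% and -40%, or beyond the set limit; inactive = change above -40%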; also: % is scaled to controls: 0 for no effect and ±100 for the full control effect
Numbers without * were called inactive; ? = inconclusive; / = not tested or not shown. Rule as the data show it, unless noted: active = activation above about 30%; inactive = the rest. Not a hit list; 7.3% or so of the library scored in one or more.

smiles	D2 potentiator	TRHR ag	D2 antagonist	D1 ag	D2 ag	TRHR enhancer	D1 antag	D1 potentiator	RXFP1 antag
CCN(CC)c1ccc2c(cc1=O)[C@@H](NC)CCc1cc(OC)c(OC)c(OC)c1-2	4	-0.4	6	4	-1.4	-10	-3	2	-6
CCN1CCN(CC(O)COCc2ccccc2)CC1 (configuration not stated)	2	-0.2	-5	2	0.6	-2	1	-1	5
NC(=O)C1CC(=O)N(c2ccc(OCc3c(Cl)cccc3Cl)cc2)C1 (configuration not stated)	-10	1.9	2	25	1.2	-9	-11	-3	2
Brc1ccc(C2=Nn3cnnc3SC2)cc1	-5	-0.6	-8	2	0.9	5	6	2	0
CCN(CC)c1ccc(C=NCCNS(=O)(=O)c2ccc(C)cc2)cc1	13	-1.5	-13	-1	0.1	-5	-5	-7	0
COc1ccc(NC(=S)N2CCN(S(=O)(=O)c3ccc(F)cc3)CC2)cc1	0	0.0	10	2	0.1	-1	2	-2	-2
Cc1cc(CNC(=O)c2cccc(OC3CCN(S(=O)(=O)N(C)C)CC3)c2)on1	-10	0.2	-13	9	1.3	3	-39*	-10	-9
COC(=O)c1sccc1S(=O)(=O)N(CC(=O)NCc1ccccc1)c1ccc(C)cc1	-7	-0.4	/	1	0.3	-8	-22	-5	/
O=C(/C=C/c1cccc(F)c1)NCCCn1ccnc1	-15	0.5	16	0	0.0	-4	-3	-3	-7
CC1CCN(C(=O)N[C@@H](Cc2ccccc2)C(=O)O)CC1	5	0.3	-5	2	0.6	3	5	-9	-2
COc1ccc(-c2nnc3sc(-c4ccco4)nn23)cc1OC	18	-1.6	-2	4	-1.9	3	-15	-3	5
FC(F)(F)c1cc(CCN2C(=S)NC[C@@H]2Cc2ccccc2)cc(C(F)(F)F)c1	-6	0.2	5	8	0.4	13	14	3	/
CC(=O)c1ccc(S(=O)(=O)N2CCN(CC(=O)Nc3ccccc3C(=O)NC3CC3)CC2)cc1	-4	0.6	-5	4	0.1	5	-14	1	-1
NS(=O)(=O)c1cccc(NC(=O)CC2(CC(=O)O)CCCC2)c1	6	-2.0	5	2	-2.5	-11	0	-4	4
COc1ccc(S(=O)(=O)N2CCC(C(=O)Oc3c(OC)cccc3OC)CC2)cc1OC	0	0.5	3	3	-0.2	1	15	0	4
COc1ccccc1NC(=O)c1sc2nc(N3CCOCC3)c3c(c2c1N)CCCC3	8	0.8	-5	3	-0.9	0	-11	-3	-6
CCOC(=O)c1c(NC(=O)COc2cc(C)ccc2C(C)C)sc(C)c1C	2	-1.6	/	-1	-1.3	2	8	0	5
CN=c1scc(-c2ccc(F)cc2)n1/N=C/c1ccc(O)c(O)c1	/	0.0	76*	3	32*	5	-10	-5	?
Fc1cc(F)c(C2SCCN2C(=S)Nc2cccc(C(F)(F)F)c2)c(F)c1 (configuration not stated)	11	16	-11	77*	10	-20	0	-4	-15
COc1ccc(OCCC(=O)N2CCN(C)CC2)cc1	6	0.7	3	4	-0.6	-7	-4	-8	1
COc1ccccc1NC(=O)c1ccc2c(c1)CCN2S(C)(=O)=O	-3	0.1	6	-1	0.1	-4	-7	-3	-4
O=C1CC(N2CCN(Cc3ccc4c(c3)OCO4)CC2)C(=O)N1CCc1ccccc1 (configuration not stated)	-2	0.4	-1	6	1.5	-2	-11	-6	-13
CCN(c1ccc(C)cc1C)S(=O)(=O)c1nnc(NC(=O)c2ccccc2OC)s1	-2	-0.3	/	-2	1.5	3	-24	-1	-32
O=C(O)C1=NOC(CNc2ncc(C(F)(F)F)cc2Cl)C1 (configuration not stated)	4	0.1	1	0	2.1	-1	-3	-1	-7
CC(=O)Nc1ccc(NC(=O)c2nc(-c3ccccc3)oc2C)cc1	1	-0.4	2	2	-2.0	2	0	-5	14
CN(CCCCN1CCOCC1)Cc1nc(-c2ccc3c(c2)OCO3)no1	-3	1.0	2	4	-0.3	8	-27	-1	-7
COc1ccccc1N(CC(=O)NC(C)(C)C)C(=O)CCC(=O)Nc1nccs1	-3	-0.6	0	0	1.2	10	3	-8	-3
C/C(CC(C)(C)C1CCCCC1)=N\NC(N)=S	-1	-0.9	-7	2	0.4	12	3	-2	-18
COC(=O)CCC(=O)Nc1cccc(Cl)c1	/	-0.6	/	5	/	4	-2	-3	-1
Cc1ccc(C(C)C)c(OCC(=O)Nc2c(C(=O)c3ccc(F)cc3)oc3ccccc23)c1	2	0.1	/	1	/	-10	0	0	2

Some of these compounds in order of formula weight, smallest number first:
smiles	D2 potentiator	TRHR ag	D2 antagonist	D1 ag	D2 ag	TRHR enhancer	D1 antag	D1 potentiator	RXFP1 antag
COC(=O)CCC(=O)Nc1cccc(Cl)c1	/	-0.6	/	5	/	4	-2	-3	-1
CC1CCN(C(=O)N[C@@H](Cc2ccccc2)C(=O)O)CC1	5	0.3	-5	2	0.6	3	5	-9	-2
O=C(O)C1=NOC(CNc2ncc(C(F)(F)F)cc2Cl)C1 (configuration not stated)	4	0.1	1	0	2.1	-1	-3	-1	-7
NS(=O)(=O)c1cccc(NC(=O)CC2(CC(=O)O)CCCC2)c1	6	-2.0	5	2	-2.5	-11	0	-4	4
CN(CCCCN1CCOCC1)Cc1nc(-c2ccc3c(c2)OCO3)no1	-3	1.0	2	4	-0.3	8	-27	-1	-7
CCOC(=O)c1c(NC(=O)COc2cc(C)ccc2C(C)C)sc(C)c1C	2	-1.6	/	-1	-1.3	2	8	0	5
COc1ccccc1N(CC(=O)NC(C)(C)C)C(=O)CCC(=O)Nc1nccs1	-3	-0.6	0	0	1.2	10	3	-8	-3
O=C1CC(N2CCN(Cc3ccc4c(c3)OCO4)CC2)C(=O)N1CCc1ccccc1 (configuration not stated)	-2	0.4	-1	6	1.5	-2	-11	-6	-13
CCN(c1ccc(C)cc1C)S(=O)(=O)c1nnc(NC(=O)c2ccccc2OC)s1	-2	-0.3	/	-2	1.5	3	-24	-1	-32
COC(=O)c1sccc1S(=O)(=O)N(CC(=O)NCc1ccccc1)c1ccc(C)cc1	-7	-0.4	/	1	0.3	-8	-22	-5	/
CC(=O)c1ccc(S(=O)(=O)N2CCN(CC(=O)Nc3ccccc3C(=O)NC3CC3)CC2)cc1	-4	0.6	-5	4	0.1	5	-14	1	-1

Continuation.
smiles	D2 potentiator	TRHR ag	D2 antagonist	D1 ag	D2 ag	TRHR enhancer	D1 antag	D1 potentiator	RXFP1 antag
CN(CC(=O)NCCc1ccc(F)cc1)Cc1ccccc1	22	-1.5	-26	-3	-1.6	-2	-16	-1	-1
C=CCSc1nc(C)c(CCCC)c(=O)[nH]1	10	-0.2	-9	1	-0.2	23	-18	-3	-2
CCSc1nc2ccccc2n1CC(N)=O	0	0.5	27	0	0.1	-3	-11	-3	0
COc1ccc(C(=O)COC(=O)COc2cccc3c2OC(C)(C)C3)c(OC)c1	5	1.1	7	5	0.6	8	-2	0	-2
CC(=O)CCc1ccc(Oc2nc(-c3cccnc3)nc3ccccc23)cc1	1	-0.5	25	1	0.8	-2	8	0	-21
CC(=O)c1cc(-c2ccc(F)cc2)n(CCC(=O)NC2CCCCC2)c1C	-6	-0.8	/	1	0.6	1	2	-6	-12
CC12CC3(C)CC(C)(C1)CC(C(=O)NC(=S)NC(C)(C)C)(C2)C3	22	-0.2	19	6	0.8	0	1	3	3
COC(=O)c1nnn(CC(=O)Nc2ccc(C)c(F)c2)c1C(=O)OC	/	-1.6	-11	12	-0.9	-1	-11	-5	3
CCn1c(=O)c(C(=O)Nn2c(C)nc3ccccc3c2=O)c(O)c2ccccc21	7	0.3	-13	1	-0.4	1	7	-3	-12
Cn1ncc(Cl)c1C(=O)N1CCN(S(=O)(=O)c2ccc(F)cc2)CC1	0	-0.2	-8	4	0.4	2	5	3	-3
O=C1CC(c2ccccc2)Cc2nc3ncnn3cc21 (configuration not stated)	15	-0.3	/	14	/	5	-1	-1	8
FC(F)Oc1ccccc1NC(=S)NCc1ccco1	-7	-0.1	12	-2	0.6	1	22	6	11
CS(=O)(=O)Nc1ccccc1C(=O)Nc1cccc(Cl)c1	-4	2.7	-11	38*	3.3	-2	-33*	-1	-7
COc1cccc(CN2CCN(Cc3nc(C(C)C)cs3)CC2CCO)c1 (configuration not stated)	-11	0.6	-6	8	0.6	-3	-9	-2	-10
COc1cccc(CNC(=O)C2CCN(S(=O)(=O)c3ccc4c(ccn4C)c3)CC2)c1	-5	-0.2	/	5	0.0	-3	-13	-1	2
CC(=O)Nc1ccc(C)cc1-c1nc2ccccc2n(CC(=O)Nc2cc(Cl)ccc2C)c1=O	3	0.0	/	0	0.9	-1	-1	0	14
Cc1noc(/C=C/N(C)C)c1S(=O)(=O)N1CCC(C(=O)Nc2ccc(Cl)cc2)CC1	-7	0.1	17	4	-1.2	-5	-45*	-5	-1
O=C(Cn1cnc2cc([N+](=O)[O-])ccc2c1=O)NCc1ccccc1	6	0.0	8	2	-0.6	-2	/	1	12
C=CCn1c(SCc2nc3ccccc3[nH]2)nnc1-c1cccc(OC)c1	12	0.2	-16	1	-0.3	3	-5	-1	-39
Fc1ccc(N2N=C(c3cccs3)CC2c2ccco2)c(F)c1 (configuration not stated)	7	-0.3	11	3	0.4	20	0	1	10
CC(C)CC(=O)N(Cc1ccc(F)cc1)C1CCS(=O)(=O)C1 (configuration not stated)	-4	0.5	-4	1	-1.0	-1	-22	-2	1
O=C1NC(c2ccc(-c3ccccc3[N+](=O)[O-])o2)C(C(=O)c2ccccc2)C(O)(C(F)(F)F)N1 (configuration not stated)	/	0.5	/	6	/	-9	19	2	-9
CCc1ccc(NC(=O)COCc2cc(-c3ccc(F)cc3)on2)cc1	0	0.3	/	5	0.8	-1	-16	5	-37
Nc1cc(=O)[nH]c(SCc2ccc(Cl)cc2)n1	0	-0.2	16	3	0.5	-3	-6	-4	-11
CCCNC(=O)C(Cc1cccc(OC)c1)NC(=O)c1ccc(C#N)cc1 (configuration not stated)	-9	-0.5	-25	0	0.2	-6	-13	-2	/
NCCOc1cnn(-c2ccccc2Cl)c(=O)c1Cl	/	0.2	/	6	/	-3	22	-3	6
CC(C)(C)c1ccccc1NC(=O)COC(=O)CN1C(=O)NC2(CCCC2)C1=O	3	0.0	15	1	0.2	7	6	-5	-17
CC1=C(C(=O)Nc2cccc(C(=O)N3CCN(c4cccc(C(F)(F)F)c4)CC3)c2)SCCO1	-6	-0.7	-14	6	0.8	10	-5	-2	-28
O=C(CN1CCOCC1)NN1CC(=O)N(c2ccc(Cl)cc2)CC1=O	10	0.6	-4	1	0.4	18	-6	-1	-5
